Screening results (PubChem BioAssay)
Ecoli WT expand = E. coli BW25113 growth inhibition, expanded screen; 98,000 compounds, 0.15% hits; growth inhibition, % at 100 µM; OD600 absorbance;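 active means growth inhibition above about 50% at one test dose, limit read from the data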;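 further: growth measured after 20 h incubation at 37 °C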
S1P2 agonist = activates the human S1P2 receptor; AID 729; O95136; S1P2-expressing cell line, agonist reporter read-out; 97,000 compounds, 0.46% hits; activation, % at 4.5 µM; in the data active means activation above about 16%;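 further: 0% = vehicle low control and 100% = maximal reference agonist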
Target sequence (O95136 whole entry, looked up): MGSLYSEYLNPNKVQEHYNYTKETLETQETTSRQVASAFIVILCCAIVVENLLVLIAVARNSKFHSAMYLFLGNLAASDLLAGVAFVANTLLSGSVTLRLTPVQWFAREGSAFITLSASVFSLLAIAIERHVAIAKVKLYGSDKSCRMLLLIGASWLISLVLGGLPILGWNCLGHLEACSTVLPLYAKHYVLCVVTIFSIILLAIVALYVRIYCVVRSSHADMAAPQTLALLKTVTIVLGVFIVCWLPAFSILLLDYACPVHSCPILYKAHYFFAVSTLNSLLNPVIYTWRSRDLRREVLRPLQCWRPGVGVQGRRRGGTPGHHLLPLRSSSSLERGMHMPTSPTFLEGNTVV
PLAP act = activators of human placental alkaline phosphatase. purified PLAP enzyme, luminescent substrate read-out; stronger effect = higher value. activation fold at 20 µM. 96,000 compounds, 1.2% hits; in the data active means activation fold above about 2
PostGolgi yeast = growth inhibition of a yeast mutant, post-Golgi transport screen | inhibition, % at 10 µM | AID 739 | 98,000 compounds, 0.9% hits | post-Golgi transport phenotypic cell assay;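 further: yeast cells grown in 1536-well plates; yeast grown about 18 h at 30C before absorbance read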
PostGolgi ctrl = growth of the yeast control strain, post-Golgi counter-screen; efflux-deficient yeast background strain, growth absorbance A615, 16 h; inhibition, % at 10 µM; 98,000 compounds, 5% hits; AID 738
S1P2 blocker = antagonists of human S1P2 receptor | cell-based S1P2 antagonist assay, inhibition at 5 uM | inhibition, % at 5 µM | 97,000 compounds, 0.21% hits; in the data active means inhibition above about 45%;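 further: CRE beta-lactamase reporter cells expressing human S1P2 stimulated with S1P; 0% = agonist at EC80 alone and 100% = agonist plus reference antagonist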
sEH inhibitor = soluble epoxide hydrolase (human) inhibition. AID 707. P34913. recombinant human sEH enzymatic activity assay. inhibition, % at 2 µM. 91,000 compounds, 0.34% hits; in the data active means inhibition above about 80%; further: values of inactives mirror those of a sister screen read the other way; many of its hits are not listed in these tables
Target sequence (P34913 whole entry, looked up): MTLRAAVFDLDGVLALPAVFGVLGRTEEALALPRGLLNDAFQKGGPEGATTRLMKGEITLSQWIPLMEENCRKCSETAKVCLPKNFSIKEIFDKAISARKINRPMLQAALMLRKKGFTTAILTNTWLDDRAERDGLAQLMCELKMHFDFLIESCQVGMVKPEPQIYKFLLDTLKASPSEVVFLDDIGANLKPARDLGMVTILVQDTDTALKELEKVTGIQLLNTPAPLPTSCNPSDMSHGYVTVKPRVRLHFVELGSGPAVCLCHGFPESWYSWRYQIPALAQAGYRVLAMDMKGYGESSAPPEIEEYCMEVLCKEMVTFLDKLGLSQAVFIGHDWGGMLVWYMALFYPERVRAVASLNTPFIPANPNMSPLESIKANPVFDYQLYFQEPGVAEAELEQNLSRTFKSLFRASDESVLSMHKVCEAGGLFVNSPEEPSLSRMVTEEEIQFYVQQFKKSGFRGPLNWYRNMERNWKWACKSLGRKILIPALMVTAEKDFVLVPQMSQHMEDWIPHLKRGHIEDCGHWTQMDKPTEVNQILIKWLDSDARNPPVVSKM
sEH act = increases human soluble epoxide hydrolase activity | P34913 | purified human sEH enzymatic activity, activator screen | activation, % at 2 µM | 91,000 compounds, 0.04% hits | AID 717; in the data active means activation above about 37%; further: values of inactives mirror those of a sister screen read the other way
CD11b adhes inh = CD11b/CD18-fibrinogen binding inhibition; K562 CD11b/CD18 adhesion to fibrinogen, ATPlite luminescence; Mn2+ added to activate the integrin; AID 1497; P05107+P11215; inhibition, % at 10 µM; 93,000 compounds, 0.54% hits;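 active means primary inhibition of 50% or more at 10 µM, then 40% or more on retest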; further: some results filed as inactive read as strong as hits
Starred values were filed as active, the others as inactive; · = no result given. Unless noted, no stated cut-off is given here; in the data, active means inhibition above about 30%; inactive means the rest. No enrichment for hits; any-hit rate near 7.1%.

SMILES	Ecoli WT expand	S1P2 agonist	PLAP act	PostGolgi yeast	PostGolgi ctrl	S1P2 blocker	sEH inhibitor	sEH act	CD11b adhes inh
Cc1ccc(O)c(/C=N/NC(=O)C2=NNC(c3ccccc3)(c3ccccc3)C2)c1	·	3	·	·	·	-10	7	-5	·
Cc1ccc2cc(C(c3nnnn3C3CCCC3)N3CCN(c4ccc(F)cc4)CC3)c(=O)[nH]c2c1 (stereo not drawn)	1	-6	·	2	8	-1	3	-2	·
COc1ccc(N(C)S(=O)(=O)c2ccc3c(c2)oc(=O)n3C)cc1	-10	·	1	6	6	·	·	·	14
Cc1ccc(C(=O)N/C(=C/c2ccco2)C(=O)NCCc2c[nH]c3ccccc23)cc1C	-2	-6	1.2	-5	-8	3	-6	7	9
CCc1c(O)nc(SCC(N)=O)n(-c2ccccc2F)c1=O	1	0	1	-4	30	17	·	·	-12
CC1(C)Oc2ccc3ccc(=O)oc3c2/C(=C/Nc2ccccn2)C1=O	-6	·	1	-6	8	·	·	·	6
COc1ccc(CC(=O)Nc2nncs2)cc1OC	2	-2	1	-1	18	10	9	-9	6
S=C(c1nc2ccccc2[nH]1)N1CCOCC1	·	-1	·	·	·	-10	-1	2	·
O=C(O)c1ccc(Br)c(S(=O)(=O)N2CCCC2)c1	-6	-4	1	12	10	20	-12	10	-8
CN(C(=O)COC(=O)c1c[nH]c(=O)[nH]c1=O)C1CCCCC1	6	-5	1.2	-7	8	18	-11	11	-26
COCCn1c(=O)c2c(nc3n2CCN3c2ccc(C)cc2)n(C)c1=O	2	0	1.2	-4	6	13	-13	15	-6
O=C(O)c1cc(S(=O)(=O)NCC2CCCO2)ccc1Cl (stereo not drawn)	1	-3	0.9	3	5	21	-10	11	·
CCOC(=O)N1CCN(C(=O)c2ccc(N(Cc3ccccc3)S(C)(=O)=O)cc2)CC1	-6	-5	1.9	2	27	-12	-1	0	-44
Cc1cc2ccccc2c(=O)n1CC(=O)NC1CCCCCC1	-4	-1	0.8	-2	1	-10	9	-8	-15
COC(=O)c1cn(NC(=O)C2CCCCC2)c(=O)c2ccccc12	2	·	1.1	23	5	·	·	·	0
Cc1cc(C)cc(OCCCC(=O)O)c1	-3	-1	1.1	-2	1	-12	-9	12	10
Cc1cc(O)c(/C=N/Nc2ccccc2Cl)c(=O)o1	17	-4	1.2	-1	0	10	1	2	6
Cc1csc(SCC(=O)Nc2nc(-c3ccccc3)cs2)n1	0	-4	1.1	1	15	-13	-7	5	2
Cc1ccc(C(=O)Nn2cnc3scc(-c4cccs4)c3c2=O)c(O)c1	1	-5	1.2	-2	20	-1	10	-11	26
CCOC(=O)c1cccc(NC(=O)C2CCN(S(=O)(=O)c3cccs3)CC2)c1	-19	-3	1.2	4	9	-24	42	-41	11

Taken from above.
CCOC(=O)c1cccc(NC(=O)C2CCN(S(=O)(=O)c3cccs3)CC2)c1 | sEH inhibitor = 42
CC1(C)Oc2ccc3ccc(=O)oc3c2/C(=C/Nc2ccccn2)C1=O | PLAP act = 1

The list goes on:
SMILES	Ecoli WT expand	S1P2 agonist	PLAP act	PostGolgi yeast	PostGolgi ctrl	S1P2 blocker	sEH inhibitor	sEH act	CD11b adhes inh
CO/N=C(/c1nonc1N)N1CCN(c2ccc([N+](=O)[O-])cc2)CC1	-1	-4	1	-8	9	-20	6	-2	0
CCOC(=O)c1cc(-c2ccccc2)sc1NC(=O)CN1C(=O)c2ccccc2C1=O	·	0	·	·	·	20	7	-5	·
CN1C(=O)CSC1=NC12CC3CC(CC(C3)C1)C2	3	-2	1.1	-4	4	-11	1	-4	-14
CCOC(=O)c1[nH]c2ccc(OCC)cc2c1NC(=O)CN1CCN(c2ccccn2)CC1	-8	1	1	0	8	11	21	-22	-3
Cc1ccc(C)c(N/C(N)=N/c2nc(C)cc(C)n2)c1	23	1	1.4	2	-5	2	6	-2	·
COC(=O)C1[C@H]2C(=O)N(Cc3cccs3)C[C@]23C=C[C@H]1O3 (stereo partly drawn)	-2	-9	0.9	-7	9	5	-9	11	1
CC1CCN(C(=O)C(NS(=O)(=O)c2cccc3nsnc23)c2ccccc2)CC1 (stereo not drawn)	4	-7	1.4	-5	12	9	31	-32	·
COc1ccc(-c2nc3c(=O)n(C)c(=O)[nH]c3n2CCc2ccccc2)cc1	-8	0	1.1	1	-1	10	11	-11	0
Cn1c(NCc2ccccc2)nc2c1c(=O)n(Cc1ccccc1)c(=O)n2C	6	-3	1.3	-2	16	11	-12	12	·
COc1ccccc1-c1nnc(N(C)C(=O)C2CCCO2)s1 (stereo not drawn)	2	-5	1	-2	2	16	-6	6	0
COc1cc(C2C(C#N)=C(N)Oc3n[nH]c(C)c32)cc2c1OCO2 (stereo not drawn)	6	·	2*	3	-1	·	·	·	7
CC(CNC(=O)c1ccc(-c2ccccc2)cc1)CN(C)C (stereo not drawn)	1	-4	1	3	14	27	-6	9	-5
Cn1c(=O)c2c(ncn2CC(=O)N2CCCc3ccccc32)n(C)c1=O	0	0	1.1	-2	-1	11	-2	2	4
Nc1ccc(SC(F)(F)F)cc1C(=O)c1ccccc1	11	-6	0.7	-8	16	0	-3	4	-1
COc1ccc(-c2cc(-c3cc(OC)ccc3O)[nH]n2)cc1	22	-5	2.3*	-2	28	-15	-6	2	-39
O=[N+]([O-])c1ccc(NCCNS(=O)(=O)c2ccccc2)c(C(F)(F)F)c1	0	-1	0.6	-7	13	-19	5	-1	·
COc1ccccc1N1CCN(/N=C/c2c(C)nn(-c3ccccc3)c2C)CC1	3	-4	1.3	-2	5	-7	0	-2	-6
CSc1cc(C)nc(N(C)C(C)=O)n1	2	-5	1	-4	0	8	·	·	-3
NC(=O)c1cc2ccccc2oc1=NCc1ccccc1	-4	-9	0.9	3	14	2	-9	8	3
CCN(CC)C(=O)CN1C(=O)COCC1=O	-7	-2	0.8	2	9	-1	-1	0	0

Profiles, looked up by structure. Order of screens: Ecoli WT expand, S1P2 agonist, PLAP act, PostGolgi yeast, PostGolgi ctrl, S1P2 blocker, sEH inhibitor, sEH act, CD11b adhes inh
COc1ccc(-c2nc3c(=O)n(C)c(=O)[nH]c3n2CCc2ccccc2)cc1 is listed as -8, 0, 1.1, 1, -1, 10, 11, -11, 0
O=[N+]([O-])c1ccc(NCCNS(=O)(=O)c2ccccc2)c(C(F)(F)F)c1 is listed as 0, -1, 0.6, -7, 13, -19, 5, -1, ·
Nc1ccc(SC(F)(F)F)cc1C(=O)c1ccccc1 is listed as 11, -6, 0.7, -8, 16, 0, -3, 4, -1
NC(=O)c1cc2ccccc2oc1=NCc1ccccc1 is listed as -4, -9, 0.9, 3, 14, 2, -9, 8, 3
Cn1c(NCc2ccccc2)nc2c1c(=O)n(Cc1ccccc1)c(=O)n2C is listed as 6, -3, 1.3, -2, 16, 11, -12, 12, ·

The listing continues.
SMILES	Ecoli WT expand	S1P2 agonist	PLAP act	PostGolgi yeast	PostGolgi ctrl	S1P2 blocker	sEH inhibitor	sEH act	CD11b adhes inh
CO/N=C/NC(=O)NOCc1ncc(C(F)(F)F)cc1Cl	1	-1	1.3	-26	-1	-12	2	1	4
O=C(Cn1c(=O)oc2cc(S(=O)(=O)N3CCCC3)ccc21)Nc1cccc(C(F)(F)F)c1	1	-5	1.3	2	-4	33	16	-15	13
O=C(NC1CCCCC1)NC1CC2CCC(C1)N2C(=S)NCc1ccco1 (stereo not drawn)	-5	-8	1.1	5	-2	-15	75	-74	1
Cc1cccc(OCC(=O)NNC(=O)c2cc3ccccc3oc2=O)c1	1	-4	1.9	-9	-2	-11	-32	30	-8
O=C(c1ccc2c(c1)OCO2)N(c1ccc(F)cc1)C1C=CS(=O)(=O)C1 (stereo not drawn)	-1	-10	1.1	-2	2	18	1	-3	6
CCN(CC)CCn1c(=N)n(CCO)c2ccccc21	-4	-5	0.9	5	16	10	10	-10	-19
CCCCNC(=O)c1cc(-c2ccc(OC)cc2)on1	-1	-5	1.3	-6	7	-16	-4	5	22
COc1ccccc1Cn1nnc2c(=O)[nH]c(C3CCN(C(=O)c4ccc(C)cc4)CC3)nc21	13	-7	1.4	-1	6	-20	10	-8	·
O=C(C1CCCO1)N(Cc1ccccc1)c1ccccc1 (stereo not drawn)	3	-2	1.1	-1	10	-2	-8	9	-45
C=CCNC(=O)c1ccc(CNS(=O)(=O)c2ccc(NC(C)=O)cc2)cc1	1	-5	1	-3	-1	-8	2	-2	4
CO/N=C(/CS(=O)(=O)c1ccc(Br)cc1)c1ccc(OC)cc1	-4	0	1.6	-7	15	16	1	-1	-24
CCC(=O)Nc1c(C#N)c2nc3ccccc3nc2n1C1CCCCC1	3	1	1.4	2	37*	-13	8	-3	-25
COc1ccc(Cc2nnc(SCc3nc4ccccc4c(=O)[nH]3)n2C)cc1	-2	-3	1.4	2	1	21	·	·	20
C#CCn1c(=NC(=O)c2cccs2)sc2cccc(OCC)c21	-9	-1	0.9	-4	1	-10	4	-5	-1
CCOC(=O)CC(=O)CSc1nc2c(c(C)c1C#N)CCC2	2	-6	1.1	-1	-5	23	-14	16	-3
CC(C)(C(N)=O)N1CCN(c2ncc(C(F)(F)F)cc2Cl)CC1	2	-4	1	0	18	-13	-11	9	20
COc1ccc2cc3c(N)c(C(=O)N4CCCC4)sc3nc2c1	2	-1	1.3	3	4	-5	6	-6	27
Cc1cccc(-n2c(Cc3ccccc3)nnc2SCC(=O)N2CCOCC2)c1	-8	-7	1.4	1	6	26	·	·	17
O=c1[nH]c(Nc2ccc(F)cc2)cc2ccccc12	10	1	1.5	8	-5	4	5	-4	13
COc1cccc(N(C(C)=O)c2nc(C)cc(C)c2C#N)c1	2	-7	1.2	17	-6	5	-6	6	-3
Cc1cc(C)n2ncc(C(=O)Nc3ccc4c(c3)OCO4)c2n1	-13	-10	0.8	14	6	-4	-4	6	-28
CCOc1ccc(-n2ccnc2SCC(=O)NCc2ccc3c(c2)OCO3)cc1	-2	-4	0.9	-7	6	14	-8	6	16
O=C(O)Cn1nc(-c2ccccc2)c2ccccc2c1=O	1	-6	1.1	17	1	-2	-5	7	-29
COc1ccc(OC)c(S(=O)(=O)N(C)CC(=O)N2CCN(c3ccc(F)cc3)CC2)c1	3	-3	1.7	10	0	13	-10	8	44
Nc1sc2c(c1C(=O)NC1CCS(=O)(=O)C1)CCCC2 (stereo not drawn)	-3	-1	1.4	-2	-3	-11	1	1	-50
CS(=O)(=O)N1CCc2cc(-c3csc(NC(=O)Cc4ccccc4)n3)ccc21	·	-6	·	·	·	22	10	-5	·
O=C(N/N=C/c1cccc([N+](=O)[O-])c1)c1cc2c(ccc3ccccc32)o1	1	-6	1	-15	21	5	14	-13	·
COc1ccccc1NC(=O)CSc1nc(C)c2c(c1C#N)CCCC2	-9	-5	1.1	-1	13	0	-10	9	5
Cc1ccc(C)c(SCC(=O)NCc2ccco2)c1	10	-7	0.9	-2	-2	17	12	-9	·
COc1cc(/C=C(/C#N)c2ccccc2)ccc1Oc1ccc([N+](=O)[O-])cn1	-4	-3	1.1	10	7	4	·	·	29
CNC(=S)N/N=C(\C)c1ccc(-n2ccnc2)cc1	0	-7	0.8	0	1	-5	-6	6	-12
CCOC(=O)COn1c(=O)c(=O)n(O)c2ccccc21	6	·	0.9	-4	6	·	·	·	2
CC1(C)Cc2c(C#N)c(NCc3ccco3)nc(-c3ccco3)c2CO1	-11	·	1.2	-1	13	·	·	·	0
O=C(Nc1c(C(=O)N2CCOCC2)cnn1-c1ccccc1)c1ccccc1	-4	·	1.1	0	-3	·	·	·	4
CC(Oc1ccccc1Cl)c1nnc(N)s1 (stereo not drawn)	11	2	1	23	2	-24	-9	10	-13
CC(C)C1Oc2ccccc2N(CC(=O)NCCCN2C(C)CCCC2C)C1=O (stereo not drawn)	-3	-4	1	3	-3	3	·	·	-9
CCCCOC(=O)Nc1nnc(COc2ccccc2)s1	-11	·	1.3	-2	4	·	·	·	20
CCOC(=O)CSc1nnc(CSc2nc(C)cc(C)n2)n1Cc1ccco1	4	-2	1.8	5	-5	-28	·	·	4
Cc1ccc(S(=O)(=O)[N-]c2nc3ccccc3nc2-n2cc[n+](CCC(C)C)c2)cc1	-5	5	1.8	5	9	-39	-18	20	-16
CCOc1ccccc1C1C(C#N)=C(N)SC(N)=C1C#N	6	-3	1.1	0	5	-8	15	-14	5
O=C(NCc1cn2ccsc2n1)Nc1ccc(Cl)cc1	-2	-3	1	-2	1	8	5	-5	-11
